Compound activity as filed in PubChem.
hgDAF12 agonist – hgDAF-12 agonism, primary luciferase screen | HEK293 GAL4-hgDAF12 UAS-luciferase reporter, agonist luminescence; normalized to butyrate control | activation, % at 6.8 µM | 370,000 compounds, 1.8% hits | AID 687014;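 active means activation above a cutoff set at the mean of all screened compounds plus 3 SD, cut at about 10% in these data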;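 further: 0% = DMSO wells and 100% = sodium butyrate wells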
ADAM17 inh – inhibits human ADAM17; recombinant ADAM17, EDANS/DABCYL FRET peptide cleavage; P78536; inhibition, % at 6.95 µM; AID 720648; 370,000 compounds, 0.83% hits;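 active means inhibition above the mean of compounds lying between control limits plus 3 SD, set per campaign, cut at about 8.5% in these data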;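 further: 0% = DMSO-only wells as the low control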
hcDAF-12 act – activators of H. contortus DAF-12 nuclear receptor. HEK293 hcDAF-12 lit1-tk-luc reporter, luminescence; 0% DMSO, 100% Δ7-dafachronic acid. AID 652067. activation, % at 6.8 µM. 370,000 compounds, 1.4% hits;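 active means activation above the mean of all tested compounds plus 3 SD, cut at about 5.5% in these data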;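 further: 100% = response to 3 µM Δ7-dafachronic acid high control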
GAA850 FXN act – increases GAA850 frataxin promoter reporter activity; activation, % at 6 µM; 360,000 compounds, 0.56% hits; HEK293 lucGAA850 FXN promoter luciferase reporter, 24 h; percent of 10 µM SAHA response;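 active means activation above the average of all compounds screened plus 3 SD, cutoff fixed separately per campaign, cut at about 7.5% in these data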;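 further: 0% = DMSO wells and 100% = 10 µM SAHA wells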
GC-A act – GC-A (human) enzyme activation; activation, % at 10 µM; 370,000 compounds, 0.14% hits; HEK293 GC-A cells, cGMP TR-FRET, EC30 ANP; 0% at EC30 ANP, 100% saturating ANP; P16066; AID 1671463; in the data active means activation above about 40%
ADAM10 inh – ADAM10 inhibition, QFRET primary screen; recombinant ADAM10, EDANS/DABCYL FRET peptide cleavage, 3 h; inhibition, % at 7 µM; 370,000 compounds, 0.62% hits;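 active means inhibition above a per-campaign cutoff equal to the mean of compounds falling between control-based bounds plus 3 SD, cut at about 20% in these data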;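 further: 0% = DMSO wells while the 100% control is not disclosed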
Target sequence (O14672 214-748 limits assumed): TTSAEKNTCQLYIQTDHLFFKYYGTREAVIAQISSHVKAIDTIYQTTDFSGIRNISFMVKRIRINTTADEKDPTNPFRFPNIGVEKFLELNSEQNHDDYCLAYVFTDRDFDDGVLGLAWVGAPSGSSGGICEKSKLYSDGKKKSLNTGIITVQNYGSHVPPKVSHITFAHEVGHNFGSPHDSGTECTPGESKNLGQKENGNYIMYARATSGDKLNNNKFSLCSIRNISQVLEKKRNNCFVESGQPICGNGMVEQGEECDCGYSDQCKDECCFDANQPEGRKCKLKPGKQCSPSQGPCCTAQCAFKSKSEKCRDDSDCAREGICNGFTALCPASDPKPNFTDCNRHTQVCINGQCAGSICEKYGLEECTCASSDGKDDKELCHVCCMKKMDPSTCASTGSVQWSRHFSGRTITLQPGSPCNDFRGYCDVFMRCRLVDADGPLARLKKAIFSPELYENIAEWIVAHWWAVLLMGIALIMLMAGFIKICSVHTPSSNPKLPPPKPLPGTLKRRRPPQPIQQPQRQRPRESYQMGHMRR
SMARCA2 act – SMARCA2 function activation, primary screen; MG213 cells, MMTV-luciferase reporter, dexamethasone, overnight; activation, % at 9.1 µM; AID 652017; 370,000 compounds, 1% hits; in the data active means activation above about 7.8%;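 further: 0% = vehicle wells and 100% = reference activator wells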
ssDAF12 agonist – activates DAF-12 receptor from parasite S. stercoralis; activation, % at 6.8 µM; AID 652126; 370,000 compounds, 1% hits; HEK293 ssDAF-12/GRIP1 lit1-tk-luc reporter, luminescence; % of 3 µM dafachronic acid response;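 active means activation above the mean over all tested compounds plus 3 SD, cut at about 0.9% in these data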;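 further: 0% = DMSO-only wells and 100% = 3 µM delta7-dafachronic acid wells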
DAX1 inh-1 – DAX1 (NR0B1) inhibition, primary screen. HEK293T StAR-luciferase reporter, SF-1/DAX-1 repression relief. inhibition, % at 6.8 µM. 370,000 compounds, 1.1% hits. AID 652010;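 active means inhibition above the mean over all tested compounds plus 3 SD, cut at about 3.6% in these data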;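 further: 0% = DAX-1 cells with DMSO and 100% = cells lacking DAX-1 with DMSO; higher inhibition means more luminescence from relief of DAX-1 repression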
DAX1 inh-2 – inhibitors of human orphan nuclear receptor DAX1 (NR0B1); P51843; HEK293 Gal4-DAX1 luciferase reporter, luminescence; inhibition, % at 6.75 µM; 340,000 compounds, 0.99% hits; AID 504766;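 active means inhibition above the mean over all tested compounds plus 3 SD, cut at about 4.2% in these data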;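 further: 0% = DAX1-transfected cells with DMSO and 100% = empty-vector control cells with DMSO; inhibition shows as a rise in luminescence from relieved DAX1 repression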
Target sequence (P51843 207-470 limits assumed): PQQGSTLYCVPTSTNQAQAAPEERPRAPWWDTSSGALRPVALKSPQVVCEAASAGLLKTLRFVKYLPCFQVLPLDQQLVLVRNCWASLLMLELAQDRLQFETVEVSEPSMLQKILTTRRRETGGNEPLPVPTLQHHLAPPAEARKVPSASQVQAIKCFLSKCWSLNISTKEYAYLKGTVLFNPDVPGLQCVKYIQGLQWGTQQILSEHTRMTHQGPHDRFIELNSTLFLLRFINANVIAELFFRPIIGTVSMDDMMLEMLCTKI
PG9 binder – binds the HIV-1 gp120 antibody PG9; inhibition, % at 6.7 µM; TR-FRET gp120-PG9 antibody binding; AID 624416; 360,000 compounds, 0.43% hits; in the data active means inhibition above about 8.5%
Starred values were filed as active, the others as inactive; x = no result given. Compounds were not picked by outcome; 6.8% or so of the library scored in one or more.

item	compound	hgDAF12 agonist	ADAM17 inh	hcDAF-12 act	GAA850 FXN act	GC-A act	ADAM10 inh
1	Cc1ccccc1-n1nc(SCC(=O)O)sc1=S	-0.5	0	1.0	0.0	0	7
2	CCc1ccc(/C=N/NC(=O)c2nnn(-c3nonc3N)c2CN2CCc3ccccc32)cc1	-0.1	6	1.3	-0.3	3	2
3	NC(=O)CS(=O)(=O)c1ccc(Cl)cc1	-1.1	-3	-0.4	4.1	2	-1
4	CC1CC(C(F)(F)F)n2ncc(C(=O)O)c2N1 (centres undefined)	-2.0	-2	0.3	-1.1	2	6
5	CCOC1OC2C(CO)OC(n3cnc4c(N)ncnc43)C2O1 (centres undefined)	2.2	2	-0.6	11*	0	-18
6	O=C(OCC(=O)N1CCN(S(=O)(=O)c2ccc(Cl)cc2)CC1)c1cc(Br)ccc1O	-1.1	-6	-1.3	-0.1	-5	5
7	COc1ccc(N2CCN(S(=O)(=O)CCNC(=O)C34CC5CC(CC(C5)C3)C4)CC2)cc1	2.0	-1	-1.1	-0.4	-2	11
8	CCOCCCNC(=O)c1cn(C)c2ccc(S(=O)(=O)N3CCCC3)cc2c1=O	2.4	-6	-1.2	-1.9	-1	-11
9	O=C(CN1CCN(CN2C(=O)NC3(CCCCCC3)C2=O)CC1)Nc1cccc(F)c1	0.8	-7	-0.8	1.3	1	-8
10	CCC(c1nnnn1-c1ccc(OC)cc1)N1CCN(C/C=C/c2ccccc2)CC1 (centres undefined)	-2.1	-4	-0.5	x	-4	-23

item	SMARCA2 act	ssDAF12 agonist	DAX1 inh-1	DAX1 inh-2	PG9 binder
1	-1	-1.4	1.4	1.1	-2.6
2	-2	-0.9	0.0	2.6	-0.6
3	2	-1.2	0.1	0.6	0.4
4	0	-1.6	0.2	0.9	-1.1
5	-4	-1.6	-1.4	1.0	2.0
6	-1	-0.8	-0.7	0.8	0.9
7	-6	-1.3	-0.5	-0.1	1.6
8	-2	-0.7	-0.9	-0.5	0.5
9	-5	-1.1	-0.4	0.2	-0.5
10	-5	-1.1	-0.3	x	0.1

More compounds
item	compound	hgDAF12 agonist	ADAM17 inh	hcDAF-12 act	GAA850 FXN act	GC-A act	ADAM10 inh
11	Cc1cccc(NC(=O)C2CCCN2C(=O)Oc2ccccc2)c1 (centres undefined)	-0.3	-3	-1.4	-1.4	1	-4
12	C1=CC(c2cc3ccccc3o2)OC(CCc2ccccc2)C1 (centres undefined)	1.0	-4	-0.8	0.0	-3	-1
13	COc1cccc(-c2cnc3c(NC=O)cc(-c4cccc(NC(C)=O)c4)cn23)c1	-3.9	-7	-2.1	-1.0	-11	-42
14	COc1ccc(C)cc1NC(=O)C1CC(=O)N(CCc2ccc(F)cc2)C1 (centres undefined)	-0.2	-3	-0.4	2.3	1	-5
15	COc1ccc(OC)c(NC(=S)NN2CCN(C)CC2)c1	4.8	-3	-1.3	0.5	-3	1
16	O=C(COc1ccccc1)Nc1cccc(-c2nnc(-c3ccccc3)o2)c1	1.4	-4	0.4	3.3	-2	2
17	CCC(=O)c1cn([C@H](CCC(OC)OC)CC(=O)OC(C)(C)C)cc1CC	0.9	-2	-0.2	0.3	-1	-1
18	COc1ccc(-c2nnn(CC(=O)NCc3cccs3)n2)cc1OC	-0.4	-6	-2.9	-0.9	-1	-7
19	COCCNC(=O)c1ccc2ccccc2n1	1.8	-3	2.4	2.8	-1	-5
20	CCc1ccccc1N(CC(=O)NC(C)(C)C)C(=O)CCC(=O)Nc1ccccn1	1.6	-2	-1.3	-0.4	2	3

item	SMARCA2 act	ssDAF12 agonist	DAX1 inh-1	DAX1 inh-2	PG9 binder
11	-4	-1.6	0.3	-0.1	-0.3
12	0	0.1	-1.0	0.7	-0.3
13	2	-1.9	-2.8	x	-2.5
14	5	-1.4	0.3	-0.1	-2.6
15	-1	-1.3	0.7	0.9	1.2
16	-2	-1.2	0.4	2.8	0.6
17	1	-1.2	-0.5	0.2	-0.7
18	-3	-1.4	-1.4	-0.3	-0.2
19	-3	-0.1	1.3	0.6	0.8
20	-1	-0.6	-0.3	-1.8	-0.7

Next section, overlapping the part above by 5 compounds.
item	compound	hgDAF12 agonist	ADAM17 inh	hcDAF-12 act	GAA850 FXN act	GC-A act	ADAM10 inh
16	O=C(COc1ccccc1)Nc1cccc(-c2nnc(-c3ccccc3)o2)c1	1.4	-4	0.4	3.3	-2	2
17	CCC(=O)c1cn([C@H](CCC(OC)OC)CC(=O)OC(C)(C)C)cc1CC	0.9	-2	-0.2	0.3	-1	-1
18	COc1ccc(-c2nnn(CC(=O)NCc3cccs3)n2)cc1OC	-0.4	-6	-2.9	-0.9	-1	-7
19	COCCNC(=O)c1ccc2ccccc2n1	1.8	-3	2.4	2.8	-1	-5
20	CCc1ccccc1N(CC(=O)NC(C)(C)C)C(=O)CCC(=O)Nc1ccccn1	1.6	-2	-1.3	-0.4	2	3
21	O=C(Nc1cccnc1)c1cc(-c2cc(Cl)ccc2O)n[nH]1	8.8	0	0.5	5.2	15	4
22	Cc1cnc(C(=O)OCC(=O)c2ccc(F)c(F)c2)cn1	-1.6	-5	0.1	1.2	-1	-8
23	COc1ccc2nc(SCc3ccccc3)nc(C)c2c1	16*	-58	7.2*	6.1	-1	-285
24	O=C(Nc1cccc(C(F)(F)F)c1)c1scc2c1OCCO2	5.5	-2	-0.2	1.4	-1	-6
25	CN1CCN(c2ccc(S(=O)(=O)N3CCCCC3)cc2NC(=O)/C=C/c2ccc(Cl)c([N+](=O)[O-])c2)CC1	0.8	3	0.4	0.3	-6	6
26	C[C@@H]1CN([C@@H](C)CO)S(=O)(=O)c2ccc(Br)cc2O[C@H]1CN(C)C(=O)Cc1cccnc1	1.2	-1	-0.4	-1.4	0	0
27	Cc1ccc(-c2nc3ccccc3o2)cc1NC(=S)NC(=O)c1cccs1	11*	-9	0.8	4.2	9	-10
28	Cc1cc(C)n(-c2nc(SCCN(C)C)c3c4c(sc3n2)COC(C)(C)C4)n1	0.7	-9	-0.8	0.9	6	-24
29	CC1(C(=O)NCc2ccccc2)CSCC(=O)N1CCc1c[nH]c2ccccc12 (centres undefined)	0.7	3	0.9	x	-1	4
30	COc1ccc(S(=O)(=O)CC(=O)Nc2nnc(C(F)(F)F)s2)cc1	-1.6	-4	-1.4	-1.2	2	-5

item	SMARCA2 act	ssDAF12 agonist	DAX1 inh-1	DAX1 inh-2	PG9 binder
16	-2	-1.2	0.4	2.8	0.6
17	1	-1.2	-0.5	0.2	-0.7
18	-3	-1.4	-1.4	-0.3	-0.2
19	-3	-0.1	1.3	0.6	0.8
20	-1	-0.6	-0.3	-1.8	-0.7
21	11*	-1.4	2.4	4.1	-0.1
22	-4	-0.9	0.2	0.1	2.6
23	1	0.0	5.1*	4.6*	-0.3
24	1	-1.8	-0.4	-0.3	-3.8
25	-1	-0.7	0.5	-1.0	0.3
26	-3	0.1	-0.3	2.6	0.1
27	7	0.1	0.4	2.2	-0.7
28	-2	-1.3	-0.9	0.7	0.4
29	1	-0.6	0.5	x	7.5
30	-1	-0.8	-1.0	-0.6	-0.1

Going on with the list:
item	compound	hgDAF12 agonist	ADAM17 inh	hcDAF-12 act	GAA850 FXN act	GC-A act	ADAM10 inh
31	COc1ccc2[nH]c3c(c2c1)CCN1C(=O)C(CC(=O)NCCCN(C)C)C[C@H](C(=O)N2CCCCC2)[C@@]31CCc1ccccc1 (some centres undefined)	-1.2	-1	-0.3	-0.9	2	-1
32	O=C(COc1ccc(Cl)cc1Cl)NN1C(=O)/C(=C\c2ccc(Cl)cc2)SC1=S	0.6	1	-0.4	2.4	1	7
33	Cn1/c(=N/NC(=O)c2cccc(OC(F)F)c2)sc2ccccc21	5.8	3	2.3	3.0	3	5
34	COc1ccccc1NC(=O)CSc1nnc2ccccn12	0.5	-6	-0.2	0.6	-2	-10
35	Cc1ccc(SCc2nc(-c3ccccc3)no2)cc1	2.7	0	0.0	-1.6	-2	5
36	COc1ccc(NC(=O)CN(C)C(=O)c2cn(-c3ccccc3)nc2-c2cccs2)cc1	-1.9	-1	-2.8	0.7	1	5
37	CC(C)c1ccc(C(=O)NNC(=O)C2CC=CCC2C(=O)O)cc1 (centres undefined)	6.4	1	1.9	3.6	3	3
38	CS(=O)(=O)Nc1cccc(-c2cc(NC=O)c3ncc(-c4ccc(F)cc4)n3c2)c1	1.6	-10	-3.6	-3.0	-9	-32
39	COc1ccccc1NC(=O)C1CCCN1S(=O)(=O)c1ccc(Cl)cc1 (centres undefined)	-0.6	-1	-2.4	2.6	3	-1
40	Cc1cc(C)n(-c2ccc(C(=O)Nc3ccc(C)c(S(=O)(=O)N4CCOCC4)c3)cc2)n1	-9.6	-2	-4.1	-3.5	-1	11
41	COc1ccc(Nc2cc(C(=O)NCCCN3CCOCC3)c3ccccc3n2)c(OC)c1	-0.3	1	-0.7	-2.6	2	5

item	SMARCA2 act	ssDAF12 agonist	DAX1 inh-1	DAX1 inh-2	PG9 binder
31	-1	-1.1	-0.3	-0.4	0.3
32	1	-1.5	-0.2	0.1	0.1
33	0	-0.8	0.3	2.9	-2.2
34	-2	-1.0	-0.4	1.8	0.3
35	3	-0.7	0.1	0.1	-0.4
36	0	-1.5	-2.1	-1.9	-0.1
37	1	-0.8	0.9	1.1	0.2
38	1	-2.0	-3.0	x	0.7
39	-3	-0.9	-0.4	-1.2	-2.2
40	0	-2.7	-2.5	-5.4	-0.3
41	-1	-0.5	-0.7	2.1	-7.2
